Source: PubChem BioAssay
mcGAS lum = mouse cGAS inhibition by luminescence. recombinant cGAS, Kinase-Glo ATP depletion luminescence. actives 0.15% (n = 160,000). inhibition, % at 12.5 µM. Q8C6L5;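 further: 0% = negative control wells and 100% = reference inhibitor with no enzyme activity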
NPYLR7 ag = activates Aedes aegypti NPYLR7 receptor. activation, % at 10 µM. AID 1259423. actives 0.15% (n = 270,000). HEK293T NPYLR7/Galpha15, GCaMP6s calcium fluorescence; in the data active means activation above about 40%;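 further: 0% = vehicle and 100% = reference agonist at the receptor; some compounds past the cut are filed as inactive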
hcGAS inh = human cGAS inhibition; Q8N884; recombinant h-cGAS, ATP depletion, Kinase-Glo luminescence; inhibition, % at 12.5 µM; actives 0.081% (n = 290,000);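 further: 0% = vehicle reaction and 100% = reaction without DNA for no activity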
Target sequence (Q8N884 whole entry, looked up): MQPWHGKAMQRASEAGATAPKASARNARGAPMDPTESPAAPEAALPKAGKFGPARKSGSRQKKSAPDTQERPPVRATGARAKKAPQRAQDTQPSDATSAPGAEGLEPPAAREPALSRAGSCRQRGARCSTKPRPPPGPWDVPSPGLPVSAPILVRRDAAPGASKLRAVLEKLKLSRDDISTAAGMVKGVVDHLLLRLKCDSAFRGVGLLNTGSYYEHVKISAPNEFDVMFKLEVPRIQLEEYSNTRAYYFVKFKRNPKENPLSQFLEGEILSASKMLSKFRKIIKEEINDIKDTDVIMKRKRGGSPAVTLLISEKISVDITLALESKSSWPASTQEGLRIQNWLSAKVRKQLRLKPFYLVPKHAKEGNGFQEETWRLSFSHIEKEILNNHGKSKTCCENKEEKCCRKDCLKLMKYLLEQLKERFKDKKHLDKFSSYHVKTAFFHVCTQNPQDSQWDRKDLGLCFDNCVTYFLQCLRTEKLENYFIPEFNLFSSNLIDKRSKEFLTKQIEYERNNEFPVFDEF
Numbers without * were called inactive; · = no result given; & = joins results of further samples. Unless noted, no stated cut-off is given here; in the data, active means inhibition above about 40%; inactive means the rest. An excerpt; the hit share may differ from the screen's.

#1 NS(=O)(=O)c1ccc(NC(=O)c2cccn(Cc3ccccc3F)c2=O)cc1
#2 NNC(N)=O
#3 O=C(NCc1ccco1)c1nn(Cc2ccc(-c3ccccc3)cc2)c2ccccc12
#4 O=P(C=C(Cl)c1ccccc1)(C=C(Cl)c1ccccc1)NCc1ccccc1
#5 COc1ccc(C2SCC(=O)Nc3c2cnn3C)cc1OCc1ccccc1F (stereo not drawn)
#6 CC1CCCCC12NC(=O)N(CN1CC=C(c3ccccc3)CC1)C2=O (stereo not drawn)
#7 CCN(CC)CC(=O)N(NC(=O)C(O)(c1ccc(C)cc1)c1ccc(C)cc1)c1ccccc1
#8 CCOC(=O)C1=C(CC)Nc2ccccc2N=C1NC(=O)c1cc(C)on1
entry no.,1,2,3,4,5,6,7,8
mcGAS lum,·,-4,13,·,·,-6,-5,·
NPYLR7 ag,18,5,15,5,0,6,1,3
hcGAS inh,-14,11,-6,-5,-3,-7,-7,-8

#9 CCOP(=O)(OCC)C(NC(=O)c1cccs1)C(Cl)(Cl)Cl (stereo not drawn)
#10 O=[N+]([O-])c1ccc(O)c(Cl)c1
#11 N#CCCN1CCC(C(O)(c2ccccc2)c2ccccc2)CC1
#12 O=[N+]([O-])O[C@H]1CO[C@H]2[C@@H]1OC[C@H]2O[N+](=O)[O-]
#13 Clc1cc(I)cc(Cl)c1NC1=NCCN1
#14 C#CCN1C(=O)[C@@H]2[C@H](c3ccccc31)[C@@H](C(=O)OCC)[C@@H](c1ccccc1)N2C(=O)c1ccco1
#15 Clc1cncc(NC2CCN(C3CCCC3)C2)n1 (stereo not drawn)
#16 Nc1ccc(S(=O)(=O)NC2CN3CCC2CC3)cc1 (stereo not drawn)
entry no.,9,10,11,12,13,14,15,16
mcGAS lum,·,·,-6,-5,-3,-6,-6,·
NPYLR7 ag,6,6,9,-8&-1,4,-1,9,6
hcGAS inh,1,2,0,-1&-4&-5,-6,0,-15,-6

#17 CCN1C(=O)C2(c3ccccc31)c1c(cc(C)n(C)c1=O)OC(=N)C2C(=O)OC (stereo not drawn)
#18 O=C1NC(=S)N(c2ccccc2)C(=O)/C1=C/c1ccco1
#19 CC1CCc2c(sc3nc(C[N+]45CCN(CC4)CC5)[nH]c(=O)c23)C1 (stereo not drawn)
#20 C1C[C@H]2CC[C@@H](CN1)N2C1CSCCSC1
#21 CCCNc1ncc(CN2C[C@H]3CC=CC[C@H]3C2)cn1
#22 ClC1C(Cl)C(Cl)C(Cl)C(Cl)C1Cl (stereo not drawn)
#23 O=P(C=C(Cl)c1ccccc1)(/C=C(/Cl)c1ccccc1)N1CCOCC1
#24 CC(C)c1noc(CN2CCC3(CC2)C(=O)N(C)c2ccccc23)n1
entry no.,17,18,19,20,21,22,23,24
mcGAS lum,-7,26,·,·,-13,·,·,·
NPYLR7 ag,4,4,11,3,10,2&-2,0,-2
hcGAS inh,-4,25,0,-7,-5,-5&3,0,-4

#25 COc1ncc(CN2C[C@H]3C[C@H](O)[C@H](O)C[C@H]3C2)cn1
#26 CCN(CC1CCOCC1)C1CCCNC1 (stereo not drawn)
#27 COc1ccc2c3c1O[C@H]1C(=O)CC[C@@]4(O)C(C2)N(CC2CC2)CCC314 (stereo partly drawn)
#28 CC1=C(C(=O)OC(C)(C)C)C2(C(=O)Nc3ccccc32)C(C(=O)OC(C)C)C(=N)O1 (stereo not drawn)
#29 CN(c1ccccc1)S(=O)(=O)c1ccc(Cn2nc(C(=O)NCCCN3CCCC3=O)c3ccccc32)cc1
#30 CC(Cc1ccc(F)cc1)NC(=O)CC(C)C(C)C (stereo not drawn)
#31 NC(=O)C(=O)N1CCCC2(CCNC2)C1 (stereo not drawn)
#32 Cc1noc(C)c1CC(=O)N(CCN(C)C)C1CCCC1
entry no.,25,26,27,28,29,30,31,32
mcGAS lum,·,·,-4,-2,-5,·,1,·
NPYLR7 ag,3,3,5,-4,17,-7,4,8
hcGAS inh,1,-11,-8,0,-4,-10,-3,-5

#33 CCN1CCN(C(=S)N=P(c2ccccc2)(N(CC)CC)N(CC)CC)CC1
#34 O[C@@H]1C[C@H]2CN(C3CCN(c4ncccn4)CC3)C[C@H]2C[C@@H]1O
#35 CN1CCN(C(=O)Cc2ccc(N(Cc3ccccc3)C(=O)COc3ccccc3)cc2)CC1
#36 O=C(NC1CCCCCCC1)c1cn(Cc2ccccn2)cc(C(=O)N2CCc3ccccc3C2)c1=O
#37 CNC(=O)[C@@H]1[C@H]2CN(C3COC3)CCN2C[C@H]1c1ccccc1
#38 O=C(CBr)c1cccc(F)c1
#39 C/C=C(\C)C(=O)N1CCN(CCOC(c2ccccc2)c2cccc(C(F)(F)F)c2)CC1 (stereo not drawn)
#40 CC(=O)O.CC(=O)O.[Cd]
entry no.,33,34,35,36,37,38,39,40
mcGAS lum,·,·,-5,-26,-2,·,2,·
NPYLR7 ag,0,-1,·,7,4,-4,-14,-9
hcGAS inh,0,-2,-4,-5,-4,-6,-2,74*

#41 CCOP1(=O)Oc2ccccc2OCCOCCOCCOc2ccccc2O1
#42 CN1C(=O)N(C)C2C1N(C)C(=O)N2C (stereo not drawn)
#43 CC12CCC(=O)C=C1CCC1C2CCC2(C)C(O)CCC12 (stereo not drawn)
#44 CC(C(=O)Nc1ccc(Cl)cn1)N1CCN2C(=O)C(=O)NCC2C1 (stereo not drawn)
#45 CCOc1cc2c(cc1OCC)CNCC2
#46 OCC12COC3c4ccccc4C(OC1)N32 (stereo not drawn)
#47 NC(=O)N1CCC(NC(=O)CSC(c2ccccc2)c2ccc(Cl)cc2)C1 (stereo not drawn)
#48 Cn1nc(C(C)(C)C)c2c1N(CC(=O)NC1CC1)C(=O)CSC2c1ccccc1F (stereo not drawn)
entry no.,41,42,43,44,45,46,47,48
mcGAS lum,·,·,·,·,-16,·,·,-4
NPYLR7 ag,2,0,2,0,0&5,-7,-1,32
hcGAS inh,-10,-3,-8,4,-5&-4,0,-7,-5

#49 Cc1cc(Cn2cc(Br)ccc2=N)c2ncccc2c1
#50 O=C(Nc1ccncc1)c1cccn(Cc2ccccc2)c1=O
#51 CC1(C)C2C[C@@H](O)[C@]3(C)C(CC[C@@]4(C)[C@H](c5ccoc5)C[C@H]5O[C@]543)[C@@]2(C)[C@@H](O)C[C@H]1O (stereo partly drawn)
#52 COc1ccc(-n2c(-c3ccc(C)cc3C)nc3ccccc3c2=O)cc1
#53 CCOC(=O)[C@@H]1[C@H]2c3ccccc3N(C)C(=O)[C@H]2N(C(=O)NCc2ccccc2)[C@@H]1c1ccccc1
#54 CC(C)(C)c1nn(C(C)(C)C)c2c1C(c1ccc3c(c1)OCO3)SCC(=O)N2CC(=O)N1CCCC1 (stereo not drawn)
#55 CC(CCc1ccccc1)NC(C)C(O)c1ccc(O)cc1 (stereo not drawn)
#56 C=Cn1ccnc1P(=S)(c1c(C)nn(-c2ccccc2)c1C)c1nccn1C=C
entry no.,49,50,51,52,53,54,55,56
mcGAS lum,·,·,0,-6,-7,-6,-5,·
NPYLR7 ag,3,15,7,2,2,16,-3&0&5,13
hcGAS inh,0,-10,3,-3,-1,-3,0&6&-3,0

#57 CCOC(=O)CN1C(=O)[C@@H]2[C@H](c3ccccc31)[C@@H](C(=O)OCC)[C@@H](c1ccccc1)N2C(=O)C1CC1
#58 O=C(Cc1ccccc1)N1CCCC(N2CCN(c3ccccc3)CC2)C1 (stereo not drawn)
#59 NCCc1cccc(OCCCc2ccccc2)c1
#60 O=C1OCCC1N1CC=C(c2c[nH]c3ccccc23)CC1 (stereo not drawn)
#61 CCN1C(=O)C(=C2C=C(C)OC(C)=C2)C(=O)N(CC)C1=S
#62 CC(=O)OC1(Cc2ccccc2)CN2CCC1c1ccccc12 (stereo not drawn)
#63 O=C(O)C(Cc1cnc[nH]1)N1C(=O)c2ccccc2C1=O (stereo not drawn)
#64 COc1ccc(CC(=O)N2CCN(C(c3ccccc3)c3ccc(Br)cc3)CC2)cc1 (stereo not drawn)
entry no.,57,58,59,60,61,62,63,64
mcGAS lum,-4,·,·,·,-2,-4,-3,1
NPYLR7 ag,19,-3,5,5,4,2,4,-4
hcGAS inh,1,-4,-2,-7,-2,-4,2,1

#65 O=C1C2CCN(CC2)C1Cc1c(O)c2ccccc2oc1=O (stereo not drawn)
#66 O=C1CCCN1CC(=O)N1CCC2(CCCNC2)C1 (stereo not drawn)
#67 NCCc1nc(NCC2CC2)c2ccccc2n1
#68 O=C(O)COc1ccc(CN2CCN(CCOC(c3ccc(F)cc3)c3ccc(F)cc3)CC2)cc1
#69 CN(C)C1CCNCC1
#70 Cn1cnc([N+](=O)[O-])c1Sc1ccc([N+](=O)[O-])cc1
#71 Cc1ccccc1NC(=O)c1cn(Cc2ccccc2)nn1
#72 COCCC1CCOC2(CCNCC2)C1 (stereo not drawn)
entry no.,65,66,67,68,69,70,71,72
mcGAS lum,·,·,-2,-8,·,0,·,-4
NPYLR7 ag,-4,1,1,3,5,1,7,·
hcGAS inh,6,1,0,-7,-1,-8,-12,-2

#73 Cc1nn2c3cc(N4CCNCC4)ccc3nc2c2ccccc12
#74 CC(Cc1ccccc1F)NCc1ccc(C(=O)N2CCCC2)cc1 (stereo not drawn)
#75 CCN[C@H](C)Cc1cccc(C(F)(F)F)c1
#76 CC1CN(c2ccccc2[N+](=O)[O-])CCN1 (stereo not drawn)
#77 CCN(CC)c1ccc(C2NCCc3[nH]cnc32)c(O)c1 (stereo not drawn)
#78 CNC1CCOCC1
#79 CCc1cccc2c(C=C(C#N)C#N)c[nH]c12
#80 CCOC(=O)CN1C(=O)C2(c3ccccc31)c1c(cc(C)[nH]c1=O)OC(=N)C2C(=O)OCC (stereo not drawn)
entry no.,73,74,75,76,77,78,79,80
mcGAS lum,-8,·,·,·,-8,-7,·,-5
NPYLR7 ag,5,-4,-37,0,9,2,7,-1
hcGAS inh,-6,-1,0,0,-4,-19,-5,-5

#81 C=CCN1CC[C@]23c4c5ccc(O)c4O[C@@H]2/C(=N\N=C2\CC[C@@]4(O)C6Cc7ccc(O)c8c7[C@@]4(CCN6CC=C)[C@@H]2O8)CC[C@@]3(O)C1C5
#82 O=C1CN=C(c2ccccc2)c2cc([N+](=O)[O-])ccc2N1
#83 COc1cc(C=C2C(=O)N(C)C(=O)N(C)C2=O)cc(Br)c1O
#84 CCOCCN1CCN(Cc2nnc3n2-c2ccc(Cl)cc2C(c2ccccc2Cl)=NC3)CC1
entry no.,81,82,83,84
mcGAS lum,-4,·,6,·
NPYLR7 ag,4,-10,-11,-7
hcGAS inh,-6,-5,1,-6

Among those listed so far, these contain sulfur:
#1 NS(=O)(=O)c1ccc(NC(=O)c2cccn(Cc3ccccc3F)c2=O)cc1
#5 COc1ccc(C2SCC(=O)Nc3c2cnn3C)cc1OCc1ccccc1F (stereo not drawn)
#9 CCOP(=O)(OCC)C(NC(=O)c1cccs1)C(Cl)(Cl)Cl (stereo not drawn)
#16 Nc1ccc(S(=O)(=O)NC2CN3CCC2CC3)cc1 (stereo not drawn)
#18 O=C1NC(=S)N(c2ccccc2)C(=O)/C1=C/c1ccco1
#19 CC1CCc2c(sc3nc(C[N+]45CCN(CC4)CC5)[nH]c(=O)c23)C1 (stereo not drawn)
#20 C1C[C@H]2CC[C@@H](CN1)N2C1CSCCSC1
#29 CN(c1ccccc1)S(=O)(=O)c1ccc(Cn2nc(C(=O)NCCCN3CCCC3=O)c3ccccc32)cc1
#33 CCN1CCN(C(=S)N=P(c2ccccc2)(N(CC)CC)N(CC)CC)CC1
#47 NC(=O)N1CCC(NC(=O)CSC(c2ccccc2)c2ccc(Cl)cc2)C1 (stereo not drawn)
entry no.,1,5,9,16,18,19,20,29,33,47
mcGAS lum,·,·,·,·,26,·,·,-5,·,·
NPYLR7 ag,18,0,6,6,4,11,3,17,0,-1
hcGAS inh,-14,-3,1,-6,25,0,-7,-4,0,-7

#48 Cn1nc(C(C)(C)C)c2c1N(CC(=O)NC1CC1)C(=O)CSC2c1ccccc1F (stereo not drawn)
#54 CC(C)(C)c1nn(C(C)(C)C)c2c1C(c1ccc3c(c1)OCO3)SCC(=O)N2CC(=O)N1CCCC1 (stereo not drawn)
#56 C=Cn1ccnc1P(=S)(c1c(C)nn(-c2ccccc2)c1C)c1nccn1C=C
#61 CCN1C(=O)C(=C2C=C(C)OC(C)=C2)C(=O)N(CC)C1=S
#70 Cn1cnc([N+](=O)[O-])c1Sc1ccc([N+](=O)[O-])cc1
entry no.,48,54,56,61,70
mcGAS lum,-4,-6,·,-2,0
NPYLR7 ag,32,16,13,4,1
hcGAS inh,-5,-3,0,-2,-8
